# NOD1 inhibition = NOD1 signaling inhibitors, primary screen, cell-based, luminescence, uHTS (AID 1578); one-dose inhibition, % at 4 µM; EC50 in µM for titrated hits; NOD1-driven NF-kB luciferase reporter cells, luminescence; higher % means a stronger effect; hit rate 1% among 290,000; in the data active = inhibition mostly above about 36%, no sharp cut-off; inactive = mostly below about 34%;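 note: HEK-293T reporter cells stimulated with the NOD1 agonist gamma-tri-DAP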
# AID2073 = disruptors of CaV2.2 binding to Mint1 – biochemical, HTRF (AID 2073). HTRF protein-protein interaction, Mint1-CaV2.2; higher % means a stronger effect. inhibition, % at 20 µM; hits with a dose series show IC50 in µM. hit rate 0.19% among 290,000; in the data active = inhibition mostly above about 51%, no sharp cut-off; inconclusive = no clear call, values can overlap the other calls; inactive = mostly below about 53%; note: some results filed as inactive read as strong as hits
# HIV fusion peptide = cell-free HIV fusion peptide-binding blockers – biochemical, uHTS, fluorescence dequenching, primary screen (AID 1986). cell-free peptide binding, fluorescence dequenching, 30 min; higher % means a stronger effect. inhibition, % at 20 µM, or IC50 in µM where a hit was titrated. hit rate 0.3% among 290,000; in the data active = inhibition mostly above about 52%, no sharp cut-off; inactive = mostly below about 76%; note: some results filed as inactive read as strong as hits
# KOR beta-arrestin-1 = kappa opioid receptor activators – cell-based, luminescence, uHTS, primary screen (AID 1777). KOR beta-arrestin recruitment, luminescence; higher % means a stronger effect. activation, % at 10 µM; hits with a dose series show EC50 in µM. hit rate 0.02% among 280,000; in the data active = activation above about 50%, passing the limit was not always enough; note: a part of the inactive calls stands beside numbers as strong as those of hits
# Dengue-2 NS5 capping = Dengue-2 NS5 methyltransferase inhibitors, primary screen, biochemical, confirmation dose response (AID 588689); Dengue-2 NS5 methyltransferase capping enzyme assay, biochemical; higher % means a stronger effect; one-dose inhibition, % at 25 µM; IC50 in µM for titrated hits; hit rate 0.3% among 340,000; in the data active = a potency from the dose series; inconclusive = inhibition above about 29% without an active follow-up result
# NOD2 inhibition = NOD2 signaling inhibitors, cell-based, luminescence, uHTS, HEK293 (AID 1566) | HEK293 NOD2/NF-kB luciferase reporter, luminescence; higher % means a stronger effect | inhibition, % at 4 µM; hits with a dose series show EC50 in µM | hit rate 0.63% among 290,000; note: many of its hits are not listed in these tables
# West Nile virus CPE = inhibition of WNV-induced cytopathic effect – cell-based, CPE readout (AID 1621) | one-dose CPE inhibition, % at 10 µM; IC50 in µM for titrated hits | West Nile virus-infected cells, CPE inhibition; higher % means a stronger effect | hit rate 0.02% among 290,000; in the data active = a potency from the dose series; inconclusive = CPE inhibition mostly from about 3.7% at the one dose, without a potency; inactive = the rest, 99 in 100 with CPE inhibition below about 2.2%; note: strong numbers were not always called active
# KOR beta-arrestin-2 = kappa opioid receptor blockers – cell-based, luminescence, uHTS (AID 1778); one-dose inhibition, % at 10 µM; IC50 in µM for titrated hits; KOR beta-arrestin recruitment, luminescence, antagonist mode; higher % means a stronger effect; hit rate 0.091% among 290,000; note: strong numbers were not always called active
# Yfh1-off respiration = enhancers of respiration in Yfh1-depleted yeast, dose response, Friedreich's ataxia, plus single-dose screen (AID 1465). hit rate 0.074% among 220,000. S. cerevisiae Yfh1-off respiration, WST-1 reduction, 72 h; higher fold induction means a stronger effect. fold induction at 50 µM; hits with a dose series show EC50 in µM;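 active = fold induction of absorbance versus untreated yeast above a set limit, then at least 30% activation at any dose in follow-up; inconclusive = repeats straddling the limit, or above it without dose testing; inactive = fold induction below the set limit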;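 note: activators that raise dye reduction in frataxin-depleted yeast; strong numbers were not always called active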
# Dengue-2 NS5 capping pilot replicate = recorded beside Dengue-2 NS5 capping, whose call it bears; inhibition, %; measured here: pilot screen replicate inhibition
# An asterisk follows results filed as active; i = inactive; ? = inconclusive; / = no result given; [ ] = remark or other dose. Cut-off read from the data, not from the text of the source, unless noted: active = inhibition above about 50%; inactive = the rest.
SMILES,NOD1 inhibition,AID2073,HIV fusion peptide,KOR beta-arrestin-1,Dengue-2 NS5 capping,NOD2 inhibition,West Nile virus CPE,KOR beta-arrestin-2,Yfh1-off respiration,others
CCOc1ccc(/C=N/NC(=O)c2ccc(Cn3cc([N+](=O)[O-])cn3)o2)cc1,-24%,-6%,0.4%,3.3%,-6%,-15%,-0.2%,1%,i,
O=[N+]([O-])c1ccc(Sc2n[nH]c(-c3ccncc3)n2)nc1,-10%,18%,-0.3%,-3.2%,-15%,21%,1.3%,-4%,i,
O=C(CN1CCN(c2ccc(C(F)(F)F)cn2)CC1)NCc1ccc2c(c1)OCO2,4%,24%,-0.9%,-3.0%,-5%,-9%,-1.0%,1%,i,
Cc1nnc(NC(=O)c2ccc(F)c(S(=O)(=O)N3CCCCC3)c2)s1,-50%,-6%,1.2%,3.5%,-7%,-4%,-0.8%,-39%,/,
O=C(/C=C/c1ccccc1)C1=C(O)C(=O)N(CCO)C1c1ccccc1[N+](=O)[O-] (configuration not stated),-35%,6%,-0.2%,-8.8%,13%,-22%,-1.0%,-9%[20 µM],i,
CSCCC1NC(=S)N(Cc2ccccc2)C1=O (configuration not stated),-8%,6%,0.7%,-7.7%,0%,-4%,1.9%,16%,/,
O=C1c2ccccc2NC(c2ccccc2O)N1c1ccc(F)cc1 (configuration not stated),-8%,17%,0.8%,-4.1%,3%,-57%,0.3%,21%,/,
Cc1ccc(COc2ccc(CNCCCN3CCCCCC3=O)cc2)cc1,-1%,20%,1.8%,-2.9%,-9%,-16%,-0.5%,8%,/,
CCOC(=O)C(C)(C)N(Cc1cccc(C)c1)S(=O)(=O)c1cccc([N+](=O)[O-])c1,-12%,6%,-2.6%,-1.9%,-3%,-3%,-1.7%,-19%,i,
O=C(O)c1cccc(N2C(=O)c3cc4cccc(Br)c4cc3C2=O)c1,-11%,25%,-0.5%,3.3%,0%,-11%,-0.1%,7%,/,
CCn1c(SCC(=O)Nc2nc3ccc(OC)cc3s2)nc2c1c(=O)n(C)c(=O)n2C,21%,3%,1.0%,13%,4%,6%,3.0%,-69%,i,
O=C1C(Cl)=C(NCC2CCCO2)C(=O)N1CCc1ccccc1 (configuration not stated),-60%,10%,4.7%,3.4%,4%,-54%,1.4%,13%,i,
O=C(Cn1nnc2ccccc21)NCc1ccccc1,-22%,-4%,-1.1%,-5.1%,-2%,-33%,0.2%,-35%,i,
O=C(Nc1nc2ccccc2s1)c1cccc(S(=O)(=O)N2CCc3ccccc32)c1,11%,9%,2.1%,-1.6%,-9%,10%,-0.4%,18%,i,
COc1ccc(CNC(=O)c2ccc(C)o2)cc1,-37%,1%,-1.0%,-5.2%,-7%,14%,-0.7%,-31%,i,
O=C(COC(=O)C1CCN(C(=O)Nc2ccccc2)CC1)NCC(F)(F)F,-9%,9%,-0.7%,-6.3%,-6%,10%,0.0%,-6%,i,
Cc1c(Cl)cccc1NC(=O)Cn1c(CCC(=O)O)ccc1-c1ccccc1,-11%,17%,2.0%,-3.4%,1%,4%,1.6%,-28%,/,
CCOC(=O)CNC(=S)N(Cc1cccs1)C1CCCC1,-4%,-12%,1.5%,-2.8%,-3%,11%,-0.7%,8%,i,
COc1ccc(/C=N/N2CCOCC2)cc1OCc1ccccc1,-18%,2%,0.5%,2.7%,2%,-9%,-0.5%,-10%,i,
CCCCn1c(SCC(=O)Nc2ccc3c(c2)OCO3)nc2c1c(=O)n(C)c(=O)n2C,0%,4%,-1.0%,-11%,2%,28%,-0.3%,-17%,i,
CC(=O)Oc1ccc(C(=O)Nc2cc(C)on2)cc1,-48%,6%,0.3%,5.7%,1%,-34%,0.4%,-23%,/,
Cc1ccc(CN2CCN(/N=C/C(Br)=C\c3ccccc3)CC2)cc1,11%,-26%,-0.4%,13%,/,-11%,-0.4%,-20%,i,
O=C(NCc1ccccc1)C1=C[C@@H](c2csc3ccccc23)C[C@@H](OCc2ccc(CO)cc2)O1,44%*,10%,1.1%,2.1%,4%,50%,-0.2%,22%,i,
COc1ccc(CNCCc2ccc([N+](=O)[O-])cc2)c(OC)c1OC,4%,2%,2.1%,1.9%,-12%,-7%,-0.1%,-62%[20 µM],/,Dengue-2 NS5 capping pilot replicate=-4.9
CCn1cc(C(=O)N[C@@H](CCSC)C(=O)NCCCO)c(=O)c2cc3c(cc21)OCO3,-8%,3%,2.8%,2.7%,-2%,-4%,-0.3%,-27%,/,
O=C(N/N=C\c1ccc([N+](=O)[O-])s1)c1cncc(Br)c1,66%,-6%,25%,-3.3%,-5%,19%,?,21%,i,
CCCCOC(=O)c1ccc(NC(=O)c2cc(Cl)c(Cl)cc2C(=O)O)cc1,-28%,-1%,25%,3.2%,2%,4%,0.3%,-12%,i,
NC(=O)NC(Cc1ccccc1)C(=O)O (configuration not stated),18%,3%,-1.2%,15%,-4%,-1%,0.3%,3%,i,
O=C(N/N=C/c1cccc(F)c1)c1c(O)c2c([nH]c1=O)CCCC2,-54%,-8%,1.2%,1.0%,4%,-90%,-0.1%,-6%,i,
CC(C)c1ccc(OCC(=O)NC2=NCCS2)cc1,-28%,-8%,-2.5%,-1.3%,-4%,-104%,-0.1%,-7%,i,
O=C(O)c1c(NC(=O)N(CCO)Cc2ccccc2)sc2c1CCCC2,-2%,1%,2.3%,-2.2%,-2%,24%,-0.3%,10%,/,
CCC1CCCCN1C(=O)c1cc2cc(Br)ccc2oc1=O (configuration not stated),1%,0%,1.3%,-5.1%,2%,-7%,-0.9%,29%,i,
Cc1ncc([N+](=O)[O-])n1CC(=O)Nc1ccc2c(c1)OCO2,-23%,-4%,-2.1%,1.5%,-4%,13%,0.3%,5%,i,
CCc1ccc2[nH]c(=O)c(CN(CC3CCCO3)C(=S)NCc3ccco3)cc2c1 (configuration not stated),2%,-8%,-0.9%,8.1%,1%,12%,-0.1%,3%,i,
O=C(O)Cn1cc(/C=C2/NC(=O)N(c3ccc(Cl)cc3)C2=O)c2ccccc21,-32%,-12%,29%,0.1%,-11%,14%,0.3%,-18%,?,
O=C(COC(=O)c1ccccc1NC(=O)c1ccco1)Nc1ncc(Cl)cc1Cl,-18%,7%,26%,1.8%,-7%,-9%,-0.3%,-5%,i,
Cc1ccc(NC(=O)CSc2nc3c(c(=O)n(C)c(=O)n3C)n2C)cc1,-24%,11%,1.7%,0.8%,1%,0%,1.1%,-33%,/,
C=CCOc1ccc(C=Nc2ccc(Cl)cc2)c(O)c1,-7%,-7%,-2.6%,18%,-4%,-13%,-0.1%,-5%,i,
CCN(CC)CC(=O)Nc1ccc2c(c1)N(C(=O)CN(CC)CC)c1ccccc1CC2,2%,3%,1.5%,2.0%,0%,-19%,0.7%,-14%,i,
O=C(C(Cc1ccccc1)N1C(=O)C2C3CCC(C3)C2C1=O)N1CCCCC1 (configuration not stated),0%,-2%,-1.0%,4.6%,-2%,4%,-0.9%,-19%,i,
CCN(CC)C(=O)C(=O)c1cccn1-c1cccc(OC)c1C#N,-33%,15%,-1.0%,-6.9%,-4%,2%,-0.1%,-5%,i,
COc1ccc(CC(=O)N2CCC(n3nccc3NC(=O)C3CC3)CC2)cc1,-39%,4%,-1.3%,-2.9%,1%,-2%,0.2%,5%,/,
N#CNC(=Nc1ccc(Cl)cc1)Oc1ccccc1,4%,7%,-0.3%,7.2%,-5%,5%,-0.1%,-39%,i,
COc1cccc(NC(=O)c2ccccc2Br)c1,-53%,1%,1.2%,-2.1%,-5%,-27%,-1.2%,-32%[20 µM],/,
CN(C)S(=O)(=O)c1cccc(NC(=O)/C=C/c2ccccc2[N+](=O)[O-])c1,-12%,-1%,-0.2%,1.3%,2%,9%,-0.1%,-4%,i,
NS(=O)(=O)c1ccc2c(c1)C(=NO)c1cc(S(N)(=O)=O)ccc1-2,-23%,3%,-0.9%,-3.3%,4%,13%,-0.4%,12%[20 µM],/,
COc1ccc(C(=O)OC2CCCCC2CN(C)C)cc1 (configuration not stated),-1%,4%,-1.2%,1.2%,-2%,12%,0.0%,-5%,/,
CCOC(=O)/C=C/C(=O)Nc1ccc(S(=O)(=O)Nc2c(C)cc(C)cc2C)cc1,/,-10%,-0.7%,7.6%,-7%,/,-0.3%,-31%,i,
O=C(Nc1ccc2c(c1)OCO2)c1ccc(Cl)cc1Cl,-113%,6%,-1.0%,2.6%,-5%,-120%,-0.7%,2%,/,
O=C1c2ccccc2C(=O)N1OCCOCCOCCBr,-3%,4%,-1.7%,2.8%,1%,2%,0.9%,-11%,i,
O=[N+]([O-])c1cc(Cl)cc(/C=N/Nc2nc3ccccc3s2)c1O,2%,48%,32%,2.0%,11%,-3%,-2.2%,-48%[20 µM],i,
CCCCn1cnc2sc3c(c2c1=N)CCCC3,-21%,-4%,-0.3%,3.9%,-3%,1%,-1.3%,23%,i,
CCOc1ccc(C(=O)Nc2ccc3c(c2)OCCO3)cc1[N+](=O)[O-],-23%,4%,-1.1%,0.7%,/,0%,0.0%,28%,i,
COc1ccc(C2SCC(C(=O)NCc3ccc(F)cc3)N2C(C)=O)cc1 (configuration not stated),36%,-2%,-1.3%,-0.3%,-7%,-2%,-0.1%,23%,i,
NC(=O)c1ccc(NC(=O)C#Cc2ccccc2)cc1,66%,8%,-0.8%,-2.6%,-3%,28%,?,-7%,/,
COC(=O)c1nnn(CC(=O)NC(=O)Nc2c(C)cccc2C)c1C(=O)OC,-18%,4%,1.5%,-0.6%,-2%,1%,-0.1%,10%,i,
CSCCC1NC(=O)N(CC(=O)Nc2c(Cl)cc(Cl)cc2Cl)C1=O (configuration not stated),-12%,4%,-2.8%,4.7%,-4%,5%,0.7%,30%,i,
Cc1ccc(-c2n[nH]c(=S)n2/N=C/c2cccs2)cc1,-6%,10%,1.4%,-3.9%,3%,11%,0.2%,33%,i,
COc1ccc(CCNC(=O)C(=O)NCC2OCCN2S(=O)(=O)c2ccc(OC)cc2)cc1 (configuration not stated),13%,6%,0.8%,-2.5%,7%,8%,-1.4%,-41%[20 µM],/,
COc1ccccc1N1CCN(C(=O)CCCN2C(=O)c3cccc4cccc(c34)C2=O)CC1,16%,4%,-2.2%,0.5%,-2%,6%,-0.8%,13%,i,
O=C(Nc1nc(-c2cccnc2)cs1)c1ccccc1F,-29%,17%,0.7%,-0.7%,2%,-28%,0.1%,-12%,i,

# Arranged by formula weight (falling): part of the list above.
SMILES,NOD1 inhibition,AID2073,HIV fusion peptide,KOR beta-arrestin-1,Dengue-2 NS5 capping,NOD2 inhibition,West Nile virus CPE,KOR beta-arrestin-2,Yfh1-off respiration,others
COc1ccccc1N1CCN(C(=O)CCCN2C(=O)c3cccc4cccc(c34)C2=O)CC1,16%,4%,-2.2%,0.5%,-2%,6%,-0.8%,13%,i,
Cc1ccc(-c2n[nH]c(=S)n2/N=C/c2cccs2)cc1,-6%,10%,1.4%,-3.9%,3%,11%,0.2%,33%,i,
O=C(Nc1nc(-c2cccnc2)cs1)c1ccccc1F,-29%,17%,0.7%,-0.7%,2%,-28%,0.1%,-12%,i,

# A portion of the library; rates above refer to the full screens.
